# Screens from PubChem BioAssay.
# FH mod: Identification of activators of human fumarate hydratase by quantitative high-throughput screening. Fumarate hydratase, mitochondrial (Homo sapiens), P07954. FH coupled MDH/diaphorase resazurin fluorescence, 15 min. Potency, µM (highest dose often 79.9 µM), for the others: at the highest dose activity change, negative = inhibition, hits mostly inhibitors. actives 0.22% (n = 54,000). AID 1347055, 2019; further: potency means the concentration at half of the fitted maximal effect; on the % scale 0 is the no-effect control and ±100 the full control effect; the screen sought activators but most active calls are inhibition curves; nearly all actives have a fitted effect of over 45% in size
# TSG101-PTAP inh: qHTS Validation Assay for Inhibitors of HIV-1 Budding by Blocking the Interaction of PTAP/TSG101: Sytravon Library Screen; Tumor susceptibility gene 101 protein (Homo sapiens), Q99816; Fluorescence polarization, FITC-PTAP peptide/Tsg101, 20 min; Potency, µM (highest dose often 115 µM), for the others: at the highest dose activity change, negative = inhibition, hits mostly inhibitors; 44,000 tested, under 10 active; further: potency means the concentration at half of the fitted maximal effect; 0% is about no effect
#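 Fluorescence polarization binding of Tsg101 binding domain (10 uM final) to FITC-labeled PTAP-motif peptide (50 nM final) in HEPES pH 7.5/NaCl/Tween 20/EDTA/TCEP buffer; 20 min at r.t. Actives by curve class, <25 µM, efficacy <60% inhibition.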
# B2AR arrestin ag: qHTS assay of beta-arrestin-biased ligands of beta2-adrenergic receptor: NCGC Sytravon Library Screen. AID 1347077, 2019. 44,000 tested, under 10 active. Beta-2 adrenergic receptor (Homo sapiens), P07550. Potency, µM (doses to about 46.1 µM), for the others: at the highest dose activation, usual class: activators. HTLA Tango cells, beta-arrestin recruitment, luciferase luminescence, 18 h;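 further: potency means the concentration at half of the fitted maximal effect; 0% = DMSO and full agonism = EC100 isoproterenol or metaproterenol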
# Target sequence (P07550 whole entry, looked up): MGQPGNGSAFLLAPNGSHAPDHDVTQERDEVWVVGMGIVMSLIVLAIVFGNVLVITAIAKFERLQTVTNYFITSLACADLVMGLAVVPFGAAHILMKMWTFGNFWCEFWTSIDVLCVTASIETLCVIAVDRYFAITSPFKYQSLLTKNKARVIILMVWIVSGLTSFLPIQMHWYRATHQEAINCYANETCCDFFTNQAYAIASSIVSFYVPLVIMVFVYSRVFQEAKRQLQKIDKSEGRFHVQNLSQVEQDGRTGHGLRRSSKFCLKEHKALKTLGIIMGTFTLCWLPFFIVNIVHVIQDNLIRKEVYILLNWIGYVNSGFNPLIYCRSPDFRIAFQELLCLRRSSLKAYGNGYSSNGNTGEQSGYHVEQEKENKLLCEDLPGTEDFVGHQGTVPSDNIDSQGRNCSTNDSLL
#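 Receptor–beta-arrestin recruitment read by tTA-responsive luciferase: compound titrations (up to 46 µM) incubated 18 h with Tango cells, then luminescent substrate 15 min at room temperature. Concentration-response fits classified by r2, efficacy and activity.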
# GALK inh: qHTS Assay for Inhibitors of Human Galactokinase (GALK): NCGC Sytravon Library Screen; recombinant GALK, Kinase-Glo ATP luminescence, 1 h; Potency, µM (highest dose often 57.5 µM), for the others: at the highest dose activity, negative = inhibition, usual class: inhibitors; P51570; AID 1347072, 2019; 44,000 tested, under 10 active;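 further: plate controls were full GALK reaction for no effect and reaction lacking GALK for full effect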
# Target sequence (P51570 whole entry, looked up): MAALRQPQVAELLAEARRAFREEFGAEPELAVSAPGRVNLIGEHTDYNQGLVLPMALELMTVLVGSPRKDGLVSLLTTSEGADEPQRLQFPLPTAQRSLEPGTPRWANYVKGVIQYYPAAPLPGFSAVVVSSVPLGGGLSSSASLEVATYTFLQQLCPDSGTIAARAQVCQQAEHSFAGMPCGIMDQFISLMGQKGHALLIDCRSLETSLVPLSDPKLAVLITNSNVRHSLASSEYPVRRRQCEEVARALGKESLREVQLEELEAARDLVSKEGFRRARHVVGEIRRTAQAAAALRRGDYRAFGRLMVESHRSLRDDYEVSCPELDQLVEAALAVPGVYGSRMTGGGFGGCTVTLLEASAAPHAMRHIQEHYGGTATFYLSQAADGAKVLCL
#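 Luminescent ATP-depletion readout (Kinase-Glo Plus, 10 min) after 1 h RT reaction of 5 nM GALK, 35 uM ATP, 100 uM galactose, pH 8.0 HEPES buffer. Decreased kinase activity scored as inhibition.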
# p53null 39C kill: qHTS Screen for Compounds that Selectively Target Cancer Cells with p53 Mutations: Cytotoxicity of p53 Null Cells at the Nonpermissive Temperature; H1299 p53-null (neo) cells, 39C, ATPlite viability, 24 h; Potency, µM (highest dose often 46.1 µM), for inactives: at the top dose activity, negative = cell killing, hits mostly cytotoxic; actives 0.97% (n = 55,000); AID 904, 2007;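 further: potency means the concentration at half of the fitted maximal effect; 0% = DMSO only and -100% = full killing by 100 µM tamoxifen; nearly all actives have a fitted effect of over 50% in size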
#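 Luminescent ATP signal reported cell survival after H1299 lines (neo, p53 null; or p53 A138V) received up to 46 uM compound and 24 hr incubation at 39C.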
# NTMT1 inhibitor: Primary qHTS for Inhibitors of N-terminal methyltransferase 1 (NTMT1): MTaseGlo Assay | NTMT1 MTase-Glo SAH luminescence, purified enzyme | Potency, µM (top dose mostly 114 µM), without a hit: at the top dose activity change, negative = inhibition, actives largely listed as inhibitors | actives 2.5% (n = 59,000);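 further: potency means the concentration at half of the fitted maximal effect; plate controls were DMSO vehicle for no effect and no enzyme for full effect; nearly all actives have a fitted effect of over 65% in size; many of its hits are not listed in these tables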
# Target sequence (Q9BV86 whole entry, looked up): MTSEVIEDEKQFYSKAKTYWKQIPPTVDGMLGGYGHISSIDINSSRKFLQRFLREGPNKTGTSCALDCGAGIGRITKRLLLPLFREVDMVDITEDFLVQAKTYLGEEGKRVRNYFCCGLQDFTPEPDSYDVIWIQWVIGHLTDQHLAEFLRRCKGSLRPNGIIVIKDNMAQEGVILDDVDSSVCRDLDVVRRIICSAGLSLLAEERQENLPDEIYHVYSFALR
# p53null 32C kill: qHTS Screen for Compounds that Selectively Target Cancer Cells with p53 Mutations: Cytotoxicity of p53 Null Cells at the Permissive Temperature | H1299-neo p53 null cells, ATP luminescence, 24 h, 32C | Potency, µM (titrated, usually from 46.1 µM), without a hit: at the top dose activity change, negative = cytotoxicity, usual class: cytotoxic | actives 0.62% (n = 55,000) | AID 903, 2007;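 further: potency means the concentration at half of the fitted maximal effect; 0% = DMSO only and -100% = full killing by 100 µM tamoxifen; nearly all actives have a fitted effect of over 55% in size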
#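 H1299-neo (p53 null) cells, 600/well, treated 24 h at 32C with compound up to 46 uM; ATPlite luminescence viability, normalized to DMSO and 100 uM tamoxifen; AC50 by Hill fit.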
# * = called active by the depositor; ? = inconclusive; . = not tested or not shown; [ ] = another dose, or the depositor's remark. The call rests on the fitted dose curve; in most records, active means well fitted curve in the direction sought with a large enough effect; inconclusive means small, poorly fitted or top-dose-only effect, or another doubt; inactive means no such curve, though single readings can be large; an effect the other way counts as inactive or inconclusive. Only part of the results is shown (hit frequency here may not be typical).
no.	Molecule	p53null 32C kill	NTMT1 inhibitor	p53null 39C kill	GALK inh
1	O=C(NCCc1ccccc1)C1CCN(Cc2cc3ccccc3n2Cc2ccccc2)CC1	-10%	-10%	-2%	3%
2	CC(C)(C)OC(=O)N1CCC(c2c(C(=O)NCCN3CCOCC3)cnn2-c2cccc(Cl)c2)CC1	0%	2%	-10%	1%
3	CCn1cc(C(=O)NCCCOC)c(=O)c2cc(S(=O)(=O)N3CCCC3)ccc21	1%	-6%	8%	9%
4	O=C(c1cccc(Br)c1)N1CCN(Cc2cc(=O)n3nc(-c4ccccc4)sc3n2)CC1	2%	.	-1%	1%
5	COC(=O)c1cc(OC)c(OC)cc1NC(=O)c1ccc2c(c1)CCN2S(=O)(=O)c1ccccc1	-4%	11%	13%	7%
6	Cc1ccc(-n2c(=O)c3ccc(C(=O)NCc4ccco4)cc3n(CC(=O)Nc3ccccc3C(F)(F)F)c2=O)cc1	3%	8%	-8%	1%
7	CCC(C)NC(=O)c1c(C)oc2nc(C)nc(N3CCOCC3)c12 (configuration not stated)	-25%	8%	-10%	5%
8	Cc1cc(C)c(S(=O)(=O)NCC2CCC(C(=O)NCCc3ccccc3)CC2)c(C)c1 (configuration not stated)	5%	9%	20%	0%
9	CC(=O)N1CCc2cc(Br)cc(S(=O)(=O)CCC(=O)N3CCN(c4ccccc4Cl)CC3)c21	2%	?	6%	-3%
10	CCc1cccc(NC(=O)CCS(=O)(=O)c2cc3c4c(c2)CCN4C(=O)CC3)c1	-3%	20%	5%	-11%

no.	B2AR arrestin ag	FH mod	TSG101-PTAP inh
1	-2%	-14%	-2%
2	1%	-2%	-7%
3	1%	-16%	-7%
4	0%	.	0%
5	-1%	1%	-1%
6	1%	4%	-1%
7	0%	-1%	-2%
8	1%	0%	2%
9	0%	-15%	-1%
10	1%	?	-6%

# Later entries:
no.	Molecule	p53null 32C kill	NTMT1 inhibitor	p53null 39C kill	GALK inh
11	COc1ccc(-n2cc(-c3ccccc3)c3c(NC4CCCCC4)ncnc32)cc1	22%	5%	5%	1%
12	CC(C)c1nc2ccc(C(=O)NCCCN3CCN(c4ccccc4F)CC3)cc2o1	-4%	-7%	-3%	-4%
13	CCN(C(=O)C1CCN(c2ncnc3c2nc2n3CCCCC2)CC1)c1cccc(Cl)c1	-4%	-10%	-13%	5%
14	CC1CCC(Nc2ncnc3onc(-c4ccc(Cl)cc4)c23)CC1 (configuration not stated)	1%	-2%	-16%	-1%
15	COc1ccc(C(C)=O)cc1CSc1nc(NCc2ccccc2)c2ccccc2n1	7%	-1%	11%	-7%
16	COc1ccc(NC(=O)CSc2nnc(-c3nonc3NC(C)=O)n2C)cc1Cl	-21%	?	-1%	-6%
17	Cc1ccc(C2c3[nH]c4ccccc4c3CCN2C(=O)CSc2ccccc2)cc1 (configuration not stated)	0%	11%	?	4%
18	COC(=O)c1ccc(NC(=O)CN(C)S(=O)(=O)c2ccc3c(c2)CCCC(=O)N3)cc1	6%	-3%	-17%	1%
19	O=C(C1CC1)N1CCN(c2nc3c(F)cc(F)cc3s2)CC1	-8%	-1%	10%	-1%
20	COC(=O)c1ccc2c(=O)n(CCc3ccc(S(N)(=O)=O)cc3)c(SCC(=O)C(C)(C)C)nc2c1	3%	9%	10%	3%

no.	B2AR arrestin ag	FH mod	TSG101-PTAP inh
11	0%	?	-3%
12	3%	6%	-2%
13	1%	9%	-3%
14	1%	-12%	-5%
15	0%	-28%	0%
16	-4%	8%	5%
17	0%	-17%	-5%
18	0%	-8%	-5%
19	-4%	-10%	-8%
20	-2%	-5%	1%

# The list continues:
no.	Molecule	p53null 32C kill	NTMT1 inhibitor	p53null 39C kill	GALK inh
21	COc1ccccc1CNC(=O)CCNS(=O)(=O)c1ccc2c(c1)CCCC(=O)N2	-7%	6%	-4%	2%
22	CCOC(=O)c1cn(CC(=O)Nc2ccc(OC)cc2OC)nn1	7%	17%	25%	8%
23	CCOC(=O)c1c(-c2ccccc2)oc2ccc(N(C(C)=O)S(=O)(=O)c3ccc(C)cc3)cc12	33%[activator]	.	16%	0%
24	COC(=O)c1c(-c2ccc(Cl)cc2)noc1N1CCN(c2cc(C)ccc2C)CC1	-5%	6%	5%	0%
25	COc1ccc(-c2nnc(SCC(=O)Nc3cccc(C(F)(F)F)c3)nc2-c2ccc(OC)cc2)cc1	1%	-30%	-2%	0%
26	Cc1ccc(-c2cn3c(n2)sc2cc(C(=O)NC4CCCc5ccccc54)ccc23)cc1 (configuration not stated)	6%	-13%	-7%	4%
27	CCc1cnc2c(c1SC(C(C)=O)C(=O)N(C)C)c(=O)n(C)c(=O)n2C (configuration not stated)	7%	25µM*	-7%	0%
28	COc1ccccc1N1CCN(c2nc(-c3ccc(C)cc3)nc3ccccc23)CC1	-4%	1%	2%	3%
29	CC(=O)c1ccc(N2CCN(c3ccc(NC(=O)c4cccs4)cc3C(=O)O)CC2)cc1	-10%	?	9%	3%
30	CCS(=O)(=O)NCC(c1ccco1)N1CCN(c2ccc(F)cc2)CC1 (configuration not stated)	-1%	-1%	20%	-1%

no.	B2AR arrestin ag	FH mod	TSG101-PTAP inh
21	-1%	-7%	-6%
22	0%	?	0%
23	-1%	.	-3%
24	1%	-2%	3%
25	-3%	-9%	21%
26	0%	4%	1%
27	-4%	-3%	-1%
28	0%	-22%	-3%
29	-3%	-6%	-6%
30	-4%	6%	-1%

# Next part.
no.	Molecule	p53null 32C kill	NTMT1 inhibitor	p53null 39C kill	GALK inh
31	CCC(=O)Nc1ccc2nc(SCCOc3cccc(C)c3)sc2c1	0%	-2%	-11%	-1%
32	Cc1ccc(Cl)cc1N(C)C(=O)c1cc2c(Cl)nc3ccccc3c2s1	-5%	-24%	-11%	9%
33	Cc1cccc(-c2noc(-c3ccc(N4CCOCC4)c([N+](=O)[O-])c3)n2)c1	-10%	-11%	16%	-10%
34	CCOC(=O)c1cc(NC(=O)c2ccc(F)cc2)c(=O)n2c1oc1ccccc12	-3%	-6%	-22%	0%
35	COc1ccc2c(c1)CCc1sc(NC(=O)c3cccc(Br)c3)nc1-2	7%	-6%	17%	-1%
36	Cc1ccc(CNC(=O)c2ccc(-n3cnc4cccnc43)cc2)cc1	11%	6%	8%	0%
37	COc1cc(NC(=O)c2cc(S(=O)(=O)N3CCc4ccccc43)cn2C)cc(OC)c1OC	11%	0%	-1%	-11%
38	CCOc1ccccc1NC(=O)CSc1nc(-c2cccs2)cc(C(F)(F)F)n1	0%	11%	-21%	3%
39	COc1ccc(NC(=O)C2CCCN2S(=O)(=O)c2ccc3nc(-c4ccccc4)[nH]c3c2)cc1 (configuration not stated)	-1%	9%	3%	3%
40	CC(CNC(=O)CCS(=O)(=O)c1ccc2c(c1)oc(=O)n2C)c1ccccc1 (configuration not stated)	-2%	-5%	-7%	1%

no.	B2AR arrestin ag	FH mod	TSG101-PTAP inh
31	-2%	-8%	0%
32	0%	-33%	-3%
33	-1%	-13%	1%
34	-2%	6%	0%
35	-1%	?	-6%
36	-1%	-14%	1%
37	5%	?	0%
38	1%	-9%	0%
39	0%	?	2%
40	-1%	?	-5%

# Part of the list above, set out differently:
item	SMILES	p53null 32C kill	NTMT1 inhibitor	p53null 39C kill	GALK inh	B2AR arrestin ag	FH mod	TSG101-PTAP inh
31	CCC(=O)Nc1ccc2nc(SCCOc3cccc(C)c3)sc2c1	0%	-2%	-11%	-1%	-2%	-8%	0%
32	Cc1ccc(Cl)cc1N(C)C(=O)c1cc2c(Cl)nc3ccccc3c2s1	-5%	-24%	-11%	9%	0%	-33%	-3%
33	Cc1cccc(-c2noc(-c3ccc(N4CCOCC4)c([N+](=O)[O-])c3)n2)c1	-10%	-11%	16%	-10%	-1%	-13%	1%
34	CCOC(=O)c1cc(NC(=O)c2ccc(F)cc2)c(=O)n2c1oc1ccccc12	-3%	-6%	-22%	0%	-2%	6%	0%
35	COc1ccc2c(c1)CCc1sc(NC(=O)c3cccc(Br)c3)nc1-2	7%	-6%	17%	-1%	-1%	?	-6%
36	Cc1ccc(CNC(=O)c2ccc(-n3cnc4cccnc43)cc2)cc1	11%	6%	8%	0%	-1%	-14%	1%
37	COc1cc(NC(=O)c2cc(S(=O)(=O)N3CCc4ccccc43)cn2C)cc(OC)c1OC	11%	0%	-1%	-11%	5%	?	0%
38	CCOc1ccccc1NC(=O)CSc1nc(-c2cccs2)cc(C(F)(F)F)n1	0%	11%	-21%	3%	1%	-9%	0%

# The list goes on.
no.	Molecule	p53null 32C kill	NTMT1 inhibitor	p53null 39C kill	GALK inh
41	O=C(Cn1c(-c2cccs2)cc2ccccc21)NCCc1ccc(Cl)cc1	-13%	11%	6%	0%
42	CCS(=O)(=O)N1CC(=O)N(c2cccc(Cl)c2)C(C)(C(=O)NC2CCCCCC2)C1 (configuration not stated)	-8%	16%	11%	-1%
43	Cc1ccc(C(=O)NCCC(C)C)cc1NC(=O)c1nsc2ccccc12	-8%	-14%	-11%	2%
44	Cc1ccc(CNC(=O)c2sc3nc4n(c(=O)c3c2C)CCCC4)cc1	-19%	-15%	-29%	3%
45	COc1ccc(Br)cc1CC1C(=O)Nc2ccccc21 (configuration not stated)	4%	25µM*	9%	6%
46	CC(C)NC(=O)CSc1cn(CC(=O)N2CCCCCC2)c2ccccc12	-2%	-9%	-7%	0%
47	Cc1ccc(CNC(=O)C2CCCN(c3nc4ccccc4n4cccc34)C2)cc1 (configuration not stated)	2%	2%	12%	-1%
48	COc1cc(-c2nc3ccc(Cl)cn3c2Nc2ccc3c(c2)OCO3)ccc1O	54%[activator]	?	30%[activator]	1%
49	CCOc1ccc(NC(=O)C2CCN(C(=O)N3CC(C)Oc4ccc(Cl)cc43)CC2)cc1 (configuration not stated)	11%	-4%	16%	1%

no.	B2AR arrestin ag	FH mod	TSG101-PTAP inh
41	1%	1%	1%
42	-2%	-8%	2%
43	0%	-3%	-1%
44	5%	1%	32%[activator]
45	-5%	-18%	-5%
46	2%	-10%	-5%
47	0%	-2%	-8%
48	1%	?	0%
49	-1%	-10%	-1%
